NPY-Y2 PAM-ag: human NPY-Y2 potentiation or agonism, primary screen. cells expressing NPY-Y2, potentiator/agonist read-out. activation, % at 3.6 µM. AID 1359. 0.45% of 220,000 active; in the data active = activation above about 27%;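 also: cells stimulated with NPY near EC25 plus isoproterenol at EC100; 0% = vehicle plus submaximal agonist and 100% = vehicle plus saturating agonist; some results beyond the cut were filed as inactive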
Target sequence (P49146 whole entry, looked up): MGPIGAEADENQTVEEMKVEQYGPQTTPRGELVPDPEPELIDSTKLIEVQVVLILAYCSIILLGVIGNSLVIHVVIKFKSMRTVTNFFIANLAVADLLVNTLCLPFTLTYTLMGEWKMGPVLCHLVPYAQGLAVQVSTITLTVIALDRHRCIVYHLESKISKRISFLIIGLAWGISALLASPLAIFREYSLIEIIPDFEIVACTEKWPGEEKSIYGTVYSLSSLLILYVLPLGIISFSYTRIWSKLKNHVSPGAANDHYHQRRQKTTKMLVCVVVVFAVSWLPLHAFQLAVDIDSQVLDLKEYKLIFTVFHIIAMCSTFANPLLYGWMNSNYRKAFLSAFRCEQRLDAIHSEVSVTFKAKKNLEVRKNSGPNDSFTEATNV
BaF3 parental: parental Ba/F3 viability inhibition as JAK2V617F counter-screen; CellTiter-Glo ATP luminescence; inhibition, % at 5.6 µM; 1.1% of 220,000 active; AID 1486;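 active = inhibition above a per-campaign cutoff, the mean inhibition of all tested compounds plus 3 SD, cut at about 27% in these data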;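 also: 0% = DMSO wells and 100% = JAK Inhibitor I control wells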
Ba/F3 V617F tox: lowers viability of Ba/F3 cells expressing EpoR and JAK2V617F | ATP luminescence | inhibition, % at 5.6 µM | 1.1% of 220,000 active;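 active = inhibition above the campaign mean plus 3 SD over all tested compounds, cut at about 24% in these data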;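 also: cytokine-independent growth of Ba/F3 cells driven by EpoR plus mutant JAK2; 0% = DMSO-treated cells and 100% = JAK inhibitor I control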
S1P4 ag: agonists of human S1P4 receptor. activation, % at 4.98 µM. AID 1509. 0.35% of 220,000 active. S1P4-expressing cell line, agonist reporter assay; in the data active = activation above about 11%;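 also: 0% = DMSO vehicle and 100% = reference agonist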
CHOP inhibitor: CHOP inhibition in unfolded protein response | CHO-K1 CHOP-promoter luciferase, tunicamycin-induced, 15-18 h | inhibition, % at 10 µM | 3.8% of 220,000 active | AID 2732;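 active = compounds that reduced the stress-induced luciferase reporter signal by more than about 70% of percent inhibition, limit read from the data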;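 also: 0% = tunicamycin plus vehicle and 100% = wells without tunicamycin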
S1P4 antagonist: human S1P4 receptor antagonism; S1P4-expressing cells, antagonist mode, reporter read-out; inhibition, % at 4.98 µM; 0.26% of 220,000 active; in the data active = inhibition above about 29%;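 also: 0% = wells stimulated with agonist and 100% = vehicle wells without agonist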
NPY Y1 blocker: antagonists of human neuropeptide Y receptor Y1 | 1% of 200,000 active | inhibition, % at 3.6 µM | HEK293-CNG Y1 cells, membrane potential fluorescence; NPY at EC95, then isoproterenol | P25929;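 active = inhibition above the campaign mean inhibition of all tested compounds plus 3 SD, cut at about 20% in these data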;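 also: 0% = DMSO wells given NPY plus isoproterenol and 100% = isoproterenol alone without NPY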
Target sequence (P25929 whole entry, looked up): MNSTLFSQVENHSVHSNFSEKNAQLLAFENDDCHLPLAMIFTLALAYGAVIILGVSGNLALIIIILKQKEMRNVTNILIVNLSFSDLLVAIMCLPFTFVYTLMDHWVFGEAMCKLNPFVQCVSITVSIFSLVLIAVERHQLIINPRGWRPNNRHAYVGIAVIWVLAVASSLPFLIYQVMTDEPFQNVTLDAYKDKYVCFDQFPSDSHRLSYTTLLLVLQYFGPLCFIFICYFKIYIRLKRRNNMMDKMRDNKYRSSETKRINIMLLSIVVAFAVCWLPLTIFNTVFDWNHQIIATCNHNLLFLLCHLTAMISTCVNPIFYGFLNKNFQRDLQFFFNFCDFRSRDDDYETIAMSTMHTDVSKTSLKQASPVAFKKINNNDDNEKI
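Material: Y1- and CNG-channel-expressing HEK293 cells / Probe or stimulus: NPY 25 nM then isoproterenol 1 µM plus Ro 20-1724 25 µM / Doses: 3.6 µM single dose, DMSO 0.4% / Schedule: compound incubation 1 h at room temperature, readout 45 min post-stimulation / Signal: membrane potential fluorescence / Benchmarks: isoproterenol-only wells as full block versus NPY-plus-isoproterenol wells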
NPY-Y1 PAM-ag: potentiates or activates human NPY-Y1 receptor; P25929; NPY-Y1 expressing cells, potentiator/agonist activation; activation, % at 3.6 µM; 0.37% of 220,000 active; AID 1304; in the data active = activation above about 33%, passing the limit was not always enough;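 also: cells stimulated with NPY at EC10 then isoproterenol at EC100; 0% = low agonist plus stimulus and 100% = saturating agonist plus stimulus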
NCF1 inh: blocks human p47phox regulatory protein of NADPH oxidases. P14598. p47phox/p22phox peptide binding, fluorescence polarization, 2 h. inhibition, % at 24.7 µM. 0.53% of 220,000 active. AID 1274;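 active = inhibition above about 30%, limit read from the data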;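 also: 0% = p47phox with labelled peptide and 100% = labelled peptide alone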
Starred values were filed as active, the others as inactive; nt = not tested or not shown.

structure | NPY-Y2 PAM-ag | BaF3 parental | Ba/F3 V617F tox | S1P4 ag | CHOP inhibitor | S1P4 antagonist | NPY Y1 blocker | NPY-Y1 PAM-ag | NCF1 inh
O=C(CCS(=O)(=O)Cc1ccc(Cl)cc1)NCCCN1CCOCC1 | -1 | 5 | 2 | 1.0 | 13 | 1 | 5 | -12 | 0
CCC(=O)N(Cc1cc2cc(OC)ccc2[nH]c1=O)c1ccccc1C | 9 | 3 | -3 | -0.5 | 9 | 6 | 6 | 12 | -5
CCCOc1ccc(-c2cc(C(F)(F)F)c(C#N)c(SCC(=O)O)n2)cc1 | -5 | 3 | 2 | -0.3 | 12 | 1 | -4 | -3 | -4
O=C(C1CCN(S(=O)(=O)c2ccc(F)cc2)CC1)N1CC=C(c2ccccc2)CC1 | 10 | 6 | 1 | -0.2 | 15 | -21 | 0 | 14 | -20
O=C(Cc1ccc(F)cc1)c1ccc(O)cc1O | -14 | 5 | 1 | 4.1 | 24 | -1 | 2 | 19 | -3
CC(=O)n1nc(-c2cccnc2)nc1N | 10 | -1 | -3 | -1.3 | 19 | 6 | -6 | 6 | -22
O=C(Nc1ccncc1)Nc1ccncc1 | 7 | 8 | 3 | -1.3 | 6 | -20 | 6 | -13 | 1
COc1ccc2c(c1)C(=O)[C@H](O)[C@@H](c1ccc(OC)c(Br)c1)O2 | 10 | 1 | -4 | 1.5 | 0 | -7 | -2 | -23 | -3
COc1cc(NC(=O)CSc2ccccc2)c(C(=O)O)cc1OC | -21 | 4 | 0 | 1.2 | 17 | -5 | 6 | -3 | 7
Cc1ccc(OCC(=O)Nc2ccc(N3CCN(S(C)(=O)=O)CC3)cc2)cc1 | -11 | 7 | -1 | 0.6 | 16 | 2 | 0 | 10 | -25
CCOC(=O)C1(CCOc2ccccc2)CCN(C(=O)c2ccc(-n3cccn3)cc2)CC1 | -34 | 13 | 5 | -1.0 | 39 | -12 | -1 | 1 | -5
COCCn1cc(C(=O)N2CCC(C)CC2)c2c3ccccc3n(C)c2c1=O | -13 | 7 | 0 | 3.3 | 0 | -27 | 4 | -4 | -3
COc1ccc(-n2cc(CNCCCn3ccnc3)c(-c3cccc(F)c3)n2)cc1 | -16 | 7 | -1 | -0.5 | 2 | -18 | 22* | -19 | -8
OCCNc1nc2ccc(Cl)cc2[nH]1 | -10 | 3 | 3 | -1.6 | -15 | -30 | 4 | 13 | -4
CNc1nc(C23CC4CC(CC(C4)C2)C3)cs1 | 12 | 6 | 2 | -1.2 | -2 | -4 | -3 | 18 | -7
Cn1c(N=Nc2ccc(N3CCOCC3)cc2)[n+](C)c2ccccc21 | -6 | 1 | 6 | 1.6 | 11 | -9 | -4 | 2 | -75
COc1cc(/C=N\NC(=O)c2ccc(C)nc2)ccc1OC(=O)c1ccc2c(c1)OCO2 | 10 | 5 | -1 | -1.0 | -7 | -8 | 1 | 0 | -94
COc1ccc(S(=O)(=O)N(CCc2ccccc2)CC(=O)N/N=C/c2ccc3c(c2)OCO3)cc1 | 4 | 6 | -2 | 0.7 | 33 | -15 | -3 | -18 | -17
COc1ccc(-c2[nH]n(-c3ccc([N+](=O)[O-])cc3)c(=O)c2C=NCc2ccc(F)cc2)cc1 | 1 | 7 | 0 | 1.8 | 34 | -6 | -1 | 0 | -63
Cc1ccc(S(=O)(=O)N2CCC(C(=O)NCCCN3CCCCCC3)CC2)cc1 | -20 | 5 | 3 | -0.7 | -4 | 6 | 3 | 25 | -10
CCc1cccc(C)c1NC(=O)CCCC(=O)O | -15 | 1 | 3 | 0.6 | 12 | -24 | -1 | 6 | 3
Cc1nonc1C1CCCN1Cc1cn[nH]c1-c1ccc(-c2ccccc2)cc1 (stereo not given) | -17 | 7 | 0 | 1.1 | 3 | -6 | -1 | -6 | -32
Cc1cccc(C)c1OCc1nc2ccccc2[nH]1 | 20 | 2 | -2 | 1.8 | 53 | -21 | 3 | 4 | -1
CC(C(=O)Nc1ccccn1)N1C(=O)C2C3C=CC(C3)C2C1=O (stereo not given) | -4 | -1 | -3 | -3.6 | 14 | -11 | -5 | -19 | -6
CN1C(=S)SC(/[N+]([O-])=C\c2ccccc2F)C1(C)C (stereo not given) | -9 | 3 | -3 | 1.5 | 8 | -11 | nt | 11 | -4
O=S(Cc1ccc(Cl)cc1)CC(O)COCc1ccc(Cl)cc1 (stereo not given) | 6 | 6 | 1 | 1.9 | 15 | 0 | 0 | -24 | -6
Cc1ccc(/C=N/N=C2/NC(=O)C(CC(=O)N3CCOCC3)S2)cc1 (stereo not given) | -19 | 8 | 2 | 2.3 | -10 | -10 | 12 | -5 | -5
CCOC(=O)c1ccc(NC(=O)CSc2nc3cccnc3n2C)cc1 | -14 | 5 | 4 | -1.2 | 38 | -8 | 9 | -9 | -22
O=C(COc1ccccc1)NNC(=S)NC(=O)c1ccc(Cl)cc1Cl | -9 | 2 | -3 | 1.6 | -4 | -10 | 5 | -16 | 3
COc1ccc(C2CC(=O)C=C(O)C2)cc1 (stereo not given) | 10 | 2 | -2 | 9.6 | 3 | -1 | 5 | -2 | -4
COc1cccc(/C=N/NC(=O)CNC(=O)CCc2ccccc2)c1O | -46 | 0 | 0 | -0.7 | 36 | 6 | nt | 12 | -4
CCOc1cc(C)c(C(C)C)cc1S(=O)(=O)N1CC(C)OC(C)C1 (stereo not given) | 6 | 6 | -2 | -0.7 | 11 | 8 | 0 | -13 | 0
CCn1ncc(C2=NOC(C(=O)Nc3ccc(C)cc3)C2)c1C (stereo not given) | 5 | 4 | -1 | 0.7 | 18 | -19 | 2 | -27 | -13
CC(C)NC(=O)COc1cccc2ccccc12 | -16 | 2 | 0 | -1.1 | 0 | -20 | 1 | 3 | -9
Cc1ccnc(NS(=O)(=O)c2ccc(NC(=O)Cc3ccccc3)cc2)n1 | 5 | 5 | -2 | 0.4 | 8 | -6 | -7 | -7 | -4
COc1ccc(-c2ccc(CCC(=O)O)n2-c2ccc(O)cc2)cc1 | 0 | -5 | -4 | 1.6 | -1 | -6 | -1 | -3 | 0
FC(F)(F)c1cccc(Nc2nc(N3CCCC3)nc(N3CCCC3)n2)c1 | 3 | 5 | -2 | -0.9 | -4 | -14 | 2 | 14 | -7
CCn1c(COc2ccc3c(c2)OCO3)nnc1SCC(=O)c1ccccc1 | -3 | 4 | 4 | -2.6 | 32 | -13 | 6 | 6 | -5
Cc1cccc(OCCCC(=O)Nc2ccc(S(=O)(=O)Nc3onc(C)c3C)cc2)c1 | -2 | 0 | -4 | -0.2 | 29 | -9 | 3 | 5 | -21
CC(=O)Nc1ccc(NC(=O)C2CC(=O)N(c3cccc(C)c3C)C2)cc1 (stereo not given) | -13 | 5 | -2 | 0.3 | -7 | -3 | 4 | -28 | -2
Cn1cccc1CC(=O)NNC(=O)Nc1ccc(Cl)cc1 | 17 | 4 | 1 | 2.4 | 7 | 2 | 2 | -11 | -10
CCCN1CCN(CCCNC(=O)CN2C(=O)COc3ccccc32)CC1 | 13 | 1 | -7 | 1.9 | -2 | -16 | -3 | 9 | -17
CC1=CCC(C(=O)O)C(C(=O)Nc2nc3ccc(S(C)(=O)=O)cc3s2)C1 (stereo not given) | -16 | 4 | 0 | 0.3 | 4 | -4 | 5 | 3 | -14
CCOC(=O)CSc1nnc(CNc2ccc(F)cc2)o1 | 9 | 1 | -2 | -0.6 | -12 | 0 | -12 | 21 | -7
Cc1ccc2nc(SCC(=O)NC3CCCc4ccccc43)[nH]c2c1 (stereo not given) | -8 | 4 | -2 | -0.6 | 33 | -7 | 4 | -6 | -2
CCOc1ccccc1CNC(=O)CCN1C(=O)COc2ccccc21 | 7 | 1 | -3 | 1.9 | 15 | -4 | -1 | 0 | -5
O=C(COc1ccc(Cl)cc1Cl)Nn1c(=S)[nH]c2ncccc2c1=O | -9 | 1 | -3 | 1.5 | -10 | -23 | 4 | -29 | 2
COc1ccc(NC(=O)C(c2ccc(OC)cc2)N(C)C(=O)Cc2cccs2)cc1 (stereo not given) | -5 | 2 | -5 | -0.5 | 25 | -1 | -3 | -1 | -7
S=C(Nc1ccccn1)NC1CCCCC1 | 5 | -1 | -1 | -1.0 | 13 | 16 | nt | -2 | 4
CCOC(=O)c1[nH]c(C)c(C(=O)NCCN2CCOCC2)c1C | 8 | -1 | 5 | 1.0 | 32 | -16 | 2 | 13 | -13
COc1cc(OC)c2cc(C(=O)N/N=C/c3cccc(OC)c3O)[nH]c2c1 | -2 | -3 | 0 | 1.2 | 64 | 1 | nt | 20 | -9
Cc1noc2ncnc(Oc3ccc4ccccc4c3)c12 | -7 | 5 | 1 | -3.4 | 8 | -14 | 5 | -4 | -5
Cc1ccc2cc(CN(Cc3ccco3)C(=O)NC3CCCCC3)c(=O)[nH]c2c1C | 1 | 0 | -3 | -1.1 | 46 | -10 | 8 | -19 | -9
O=C(NCCCO)c1ccc(CSc2nc3ccccc3[nH]2)cc1 | 5 | 2 | 3 | 2.6 | 0 | -1 | -3 | 1 | nt
O=C(CSc1nnc([C@@H]2CCCN2)o1)c1ccc(Cl)cc1 | -13 | 4 | 3 | 0.1 | 19 | -5 | 10 | 1 | -8
O=C(COC(=O)Cc1ccc2c(c1)OCCO2)Nc1ccc(S(=O)(=O)N2CCCC2)cc1 | -22 | 1 | 0 | -2.7 | -3 | 2 | 0 | -33 | -11
N#CCc1c(C#N)c(N)nc(N2CCN(c3ccc(F)cc3)CC2)c1C#N | -14 | 6 | -1 | -1.3 | 20 | 14 | 4 | -3 | -17
Cc1ccc(-c2ccc(C(=O)Nc3cccc(F)c3)o2)c2ccccc12 | -20 | 1 | -3 | 1.3 | 4 | 11 | -3 | -15 | -51
O=C1C2(CCC13COC(c1ccc(O)cc1)OC3)COC(c1ccc(O)cc1)OC2 (stereo not given) | 0 | 2 | 1 | -0.3 | 22 | 5 | 1 | -1 | -14
CCC(=O)Nc1nnc(SCCN2CCOCC2)s1 | 2 | 5 | 0 | -0.8 | 36 | -8 | -2 | 8 | 3

(next part)
structure | NPY-Y2 PAM-ag | BaF3 parental | Ba/F3 V617F tox | S1P4 ag | CHOP inhibitor | S1P4 antagonist | NPY Y1 blocker | NPY-Y1 PAM-ag | NCF1 inh
Cc1ccccc1NC1c2ccccc2C(=O)N1Cc1ccco1 (stereo not given) | -1 | 7 | 4 | -1.2 | 40 | -10 | 5 | 4 | -12
O=[N+]([O-])c1ccc(N2CCN(CCOCCO)CC2)c([N+](=O)[O-])c1 | -2 | 4 | 1 | -0.2 | 5 | -17 | 4 | 17 | 0
COC(=O)c1ccc(NC(=O)CCS(=O)(=O)c2ccc(Br)s2)cc1 | 4 | 1 | -3 | 0.2 | 36 | -19 | 0 | 26 | -8
Cc1ccc(C(=O)Oc2oc(-c3ccco3)nc2C=Nc2ccc(Cl)cc2)cc1 | -8 | 6 | 1 | -0.1 | 101* | -12 | 2 | -9 | -9

Single values from the results shown:
`Cc1ccccc1NC1c2ccccc2C(=O)N1Cc1ccco1` (stereo not given) in S1P4 ag has -1.2
`O=[N+]([O-])c1ccc(N2CCN(CCOCCO)CC2)c([N+](=O)[O-])c1` in CHOP inhibitor has 5
